Source: PubChem (several laboratories)
ASAP1 GAP inh: ASAP1 ArfGAP inhibition. Q9ULH1. ASAP1-stimulated ARF1 GTP hydrolysis, GDP FP detection. inhibition, % at 16.5 µM. actives 0.19% (n = 360,000). AID 624377; in the data active = inhibition above about 25%;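 also: 0% = vehicle with enzyme and substrate and 100% = no enzyme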
UHRF1 MBD2 ctr: UHRF1 methyl-DNA binding inhibition; Q96T88; UHRF1 binding to methylated oligo, TR-FRET; inhibition, % at 4.4 µM; actives 0.75% (n = 370,000); in the data active = inhibition above about 21%;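 also: UHRF1 SRA domain binding a hemimethylated CpG hairpin DNA probe; 0% = median of test compound wells and 100% = reference inhibitor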
PLCg1 inh: PLC-gamma1 (human) inhibition, primary screen | purified PLC-gamma1, fluorogenic substrate, fluorescence | P19174 | actives 0.84% (n = 370,000) | inhibition, % at 12.2 µM; in the data active = inhibition above about 9.5%
PLC-beta3 inh: inhibitors of human phospholipase C beta3. Q01970. Purified PLC-beta3, fluorogenic substrate, fluorescence. inhibition, % at 12.2 µM. actives 0.18% (n = 370,000). AID 720704; in the data active = inhibition above about 11%;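 also: 0% = median of compound wells on plate and 100% = full blocker control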
Rev-erbA mod: modulators of human Rev-erb alpha DNA binding; Rev-erbα–FITC-DNA binding, fluorescence polarization, 90 min; P20393; actives 0.79% (n = 370,000); activity, % at 10 µM; AID 1259318;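 active = activity above about 14%, limit read from the data; passing the limit was not always enough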;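 also: 0% = DMSO wells with 35 nM protein and 100% = DMSO wells with 750 nM protein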
HGIII-sPLA2 inh: Blocks human group III sPLA2 activity | Q9NZ20 | QFRET BODIPY PC-A2 liposome hydrolysis, fluorescence | inhibition, % at 12.2 µM | actives 0.56% (n = 370,000) | AID 743126;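 active = inhibition above mean plus 3 SD of compounds lying within the high and low control bounds, cut at about 19% in these data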;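 also: 0% = median of test compound wells and 100% = no enzyme DMSO wells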
Target sequence (Q9NZ20 whole entry, looked up): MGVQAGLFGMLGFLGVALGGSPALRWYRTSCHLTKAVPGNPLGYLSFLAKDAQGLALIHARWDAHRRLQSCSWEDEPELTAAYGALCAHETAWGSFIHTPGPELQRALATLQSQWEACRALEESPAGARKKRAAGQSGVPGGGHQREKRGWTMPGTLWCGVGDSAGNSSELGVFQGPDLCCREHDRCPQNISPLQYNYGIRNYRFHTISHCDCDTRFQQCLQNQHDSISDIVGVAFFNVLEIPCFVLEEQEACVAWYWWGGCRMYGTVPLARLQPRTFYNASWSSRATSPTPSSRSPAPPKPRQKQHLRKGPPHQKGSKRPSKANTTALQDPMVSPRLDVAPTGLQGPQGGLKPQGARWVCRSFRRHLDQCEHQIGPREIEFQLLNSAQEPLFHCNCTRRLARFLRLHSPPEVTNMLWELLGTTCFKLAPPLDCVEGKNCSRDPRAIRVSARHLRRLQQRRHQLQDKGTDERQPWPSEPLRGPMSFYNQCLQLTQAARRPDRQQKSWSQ
ARFGAP1 inhibitor: inhibits rat ARF GTPase activating protein 1; Q62848; Arfgap1-stimulated ARF1 GTP hydrolysis, GDP FP detection; inhibition, % at 16.5 µM; actives 0.26% (n = 360,000); AID 651572;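 active = inhibition above a per-plate limit, mean inhibition of low control wells plus 3 SD, cut at about 25% in these data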;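 also: 0% = DMSO wells with enzyme and 100% = wells lacking Arfgap1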
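System: truncated rat Arfgap1 GAP domain / Medium: HEPES-based buffer, pH 7.5 / Also added: N-terminally truncated human ARF1-GTP substrate / Incubation: enzyme reaction 120 min at 25 °C after 20 min preincubation / Measured by: FP of antibody-bound GDP Alexa 633 tracer, ex 620/em 688 nm / Replicates: singlicate, each compound tested once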
DDE Tn7 FP inh: DD(E)-Tn7 binding inhibition, primary FP screen. FP displacement of FITC-Tn7 peptide from fibrin DD(E); 0% = median of compound wells per plate. AID 720508. actives 0.13% (n = 370,000). inhibition, % at 8.3 µM;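 active = inhibition above the mean of compounds falling within the control limits plus 3 SD of them, cut at about 14% in these data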;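 also: 0% = plate median of compound wells and 100% = 10 µM Aha-Tn7 peptide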
Target sequence (P02675 whole entry, looked up): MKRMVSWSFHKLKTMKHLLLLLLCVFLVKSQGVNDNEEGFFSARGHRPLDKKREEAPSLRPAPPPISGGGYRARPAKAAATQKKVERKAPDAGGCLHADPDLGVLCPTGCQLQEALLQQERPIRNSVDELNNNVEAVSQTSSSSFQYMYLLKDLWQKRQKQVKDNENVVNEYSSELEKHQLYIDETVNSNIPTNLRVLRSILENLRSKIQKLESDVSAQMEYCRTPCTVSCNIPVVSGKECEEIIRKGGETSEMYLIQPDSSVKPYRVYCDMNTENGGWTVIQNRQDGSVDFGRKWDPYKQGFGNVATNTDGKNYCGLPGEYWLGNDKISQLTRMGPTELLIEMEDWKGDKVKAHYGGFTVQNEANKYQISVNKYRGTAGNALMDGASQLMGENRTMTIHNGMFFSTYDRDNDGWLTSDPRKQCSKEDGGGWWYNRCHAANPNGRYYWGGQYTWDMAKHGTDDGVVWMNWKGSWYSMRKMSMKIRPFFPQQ
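Assay system: Fibrin-DD(E) protein isolated from polymerized human fibrin clots; read-out basis: percent inhibition; medium: Tris/NaCl/CaCl2 buffer, pH 7.8; signal: FP measurement; incubation: 10 min plus 3 h, room temperature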
DDE Tn6 FP inh: disrupts Tn6 cyclic peptide binding to fibrin D-Dimer-E complex; P02675; Fibrin DD(E) TRITC-Tn6 fluorescence polarization displacement; inhibition, % at 8.3 µM; actives 0.21% (n = 370,000); AID 720509;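 active = inhibition above a per-campaign cutoff: mean of compounds within control limits plus 3 SD, cut at about 15% in these data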;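 also: 0% = median of all compound wells on the plate and 100% = blocking peptide control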
KLK7 zymogen act: activators of human kallikrein-7 zymogen. P49862. purified proKLK7, EDANS-DABCYL substrate fluorescence; 100% is mature enzyme control, 0% vehicle. activation, % at 7 µM. actives 0.9% (n = 370,000). AID 652039;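 active = activation above the mean of all tested compounds plus 3 SD, computed per campaign excluding outliers beyond control limits, cut at about 13% in these data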
Active calls of the source: *; · = no result given.

SMILES	ASAP1 GAP inh	UHRF1 MBD2 ctr	PLCg1 inh	PLC-beta3 inh	Rev-erbA mod	HGIII-sPLA2 inh	ARFGAP1 inhibitor	DDE Tn7 FP inh	DDE Tn6 FP inh	KLK7 zymogen act
CN1c2ccccc2C(C)(C)C12CC(c1cccc(S(=O)(=O)N3CCCC3)c1)=NO2 (centres undefined)	-0.4	0.3	-3.1	-3.7	10.6	2.0	1.7	6.4	-1.1	-1.1
CN(C)c1nc(SCC#N)nc(N(C)C)n1	7.8	1.5	2.1	-2.0	1.2	7.8	7.1	2.4	-12.4	-0.1
Nc1ccc2c(c1)CC(=O)c1ccccc1S2	5.3	-7.2	-13.2	-15.0	5.5	-16.6	-18.1	2.3	-5.1	0.4
CCC(Sc1nc2sc(C(=O)OC)c(C)c2c(=O)n1N)C(=O)NCC1CCCO1 (centres undefined)	-7.1	9.7	-3.6	2.1	1.5	-1.7	-4.1	1.9	4.0	1.1
COc1ccc(COC(=O)N/N=C(\C)CC(=O)Nc2ccc(Cl)cn2)cc1	1.0	-8.0	-6.0	-11.4	-1.9	-9.8	-4.6	-1.2	-11.9	0.8
Cc1ccc(CN2C(=O)CCC2(C)c2nnnn2-c2ccc3c(c2)OCCO3)cc1 (centres undefined)	-5.4	3.7	1.2	-0.1	2.6	0.7	-1.1	-5.4	-13.5	-0.1
COc1ccc(OC)c(S(=O)(=O)N2CCCC(C(=O)NCCc3ccccc3)C2)c1 (centres undefined)	-5.0	1.1	-1.7	-6.8	3.5	3.4	1.1	0.7	3.9	-0.4
CC(C)C(=O)Nc1ccc(NC(=S)NC(=O)c2ccc([N+](=O)[O-])cc2)cc1	4.5	0.4	2.5	2.0	1.7	11.9	8.9	2.1	10.8	-0.1
CC(=O)c1cc2c(cc1NS(=O)(=O)c1ccccc1Br)OCO2	-6.0	1.5	-3.7	-13.2	3.6	3.6	-7.2	-1.4	3.4	40.7*
COc1ccccc1Cn1c(C)c(C(=O)NCc2ccc(C#N)cc2)sc1=O	1.2	1.0	2.6	1.2	0.6	-11.1	9.2	-8.0	-8.8	-0.6
O=C(NCCCCc1ccccc1)c1ccccc1	4.2	9.2	1.8	-6.1	-4.2	3.0	-6.7	-5.4	-1.1	0.3
CC[C@]12c3[nH]c4ccccc4c3CCN1C(=O)C(CC(=O)NCC13CC4CC(CC(C4)C1)C3)C[C@@H]2C(=O)N1CCN(C(=O)C2CC2)CC1 (some centres undefined)	-5.3	-0.5	5.5	3.8	-0.8	-3.0	-0.3	-7.6	-2.9	-0.5
CN(C)/C=C/c1[nH]c(=O)[nH]c(=O)c1[N+](=O)[O-]	-3.0	-1.9	0.9	-6.2	12.4	-0.9	-4.3	3.2	-1.8	-0.1
COc1ccccc1Cn1c(=S)[nH]c2ccc(Br)cc2c1=O	6.2	5.7	7.5	-1.5	10.9	4.7	-9.7	-0.6	-2.0	-0.2
CN1C(=O)C(C)(C)c2cc(S(=O)(=O)NCc3ccc(Cl)cc3)ccc21	-11.1	1.3	0.0	-6.0	3.0	5.3	-8.9	9.8	5.1	-1.1
COc1cc(CNc2ccc(CNc3ncn[nH]3)cc2)ccc1OCc1ccccc1	16.1	-1.0	-2.5	-3.2	-0.9	-5.5	11.5	3.5	4.3	0.4
CC(OC(=O)c1ccco1)C(=O)Nc1nc(-c2ccccc2)cs1 (centres undefined)	1.8	-0.1	-1.5	1.2	-1.1	-4.1	1.6	8.0	-0.1	-0.4
O=C(CN1CCN(Cc2ccccc2)CC1)N/N=C/c1ccco1	-11.1	-1.4	-0.3	-7.2	0.9	1.1	-0.2	9.2	-5.5	-0.3
Cc1ccc(N2CCN(CCCN3C(=O)C4CCCN4C3=O)CC2)cc1 (centres undefined)	-7.2	6.3	-1.8	0.8	1.8	15.5	3.0	-1.8	4.7	0.0
Cc1ccc(Cl)cc1NC(=O)c1cc(NC(=O)CCCC(=O)O)ccc1N1CCCCC1	-6.4	-2.0	-56.3	-90.6	-1.6	-20.9	-3.3	7.0	0.8	1.7
O=C(Cc1ccc([N+](=O)[O-])cc1)NCCS(=O)(=O)N1CCN(c2ccccc2)CC1	-1.5	2.5	-0.6	-6.3	-2.3	4.8	22.1	0.0	-2.3	-0.2
COc1ccc(C(=O)N2CCC(C(=O)Nc3cccc(C)c3)CC2)cc1OC	-0.6	-2.1	-0.2	0.6	0.6	0.4	11.2	4.2	4.6	0.0
Cc1cccc(-n2c(SCC(=O)N(C)C3CCS(=O)(=O)C3)nc3ccccc3c2=O)c1C (centres undefined)	-6.7	0.0	-0.7	-4.3	-2.2	1.6	3.8	3.6	0.9	-0.5
COC(=O)c1ccc(COc2ccc3ccc(=O)oc3c2)o1	15.5	3.7	-21.5	-28.2	2.8	0.7	2.7	1.9	5.5	-0.7
CSC1=N/C(=C/c2cccnc2)C(=O)N1Cc1ccccc1	9.1	0.4	-35.4	-54.7	2.8	-0.4	6.2	4.6	1.4	0.9
Nc1c2c(nc3ccccc13)CSCC2	5.8	3.0	-6.2	-18.4	10.1	6.5	-10.3	-8.9	0.5	-2.0
CC(C1CC1)N(C(=O)c1ccccc1O)c1ccccc1 (centres undefined)	6.0	-1.8	0.0	2.9	-3.1	-5.0	-2.8	-6.2	6.3	-0.5
COCc1ccc(CN2CCCCC2C(=O)Nc2ccc(Oc3ccccc3)nc2)o1 (centres undefined)	13.7	-0.7	-2.7	-12.4	0.4	1.6	3.6	8.0	-1.9	-0.8
Cc1c(C)n(Cc2ccc(F)cc2)c2ccc(C(=O)NCCCN3CCOCC3)cc12	-2.2	0.5	-6.9	-18.8	-1.8	-22.8	0.8	-1.9	-1.3	0.7
COc1cccc(OCC(=O)NCCS(=O)(=O)N2CCN(c3ccccc3)CC2)c1	2.0	0.3	0.2	-2.9	0.3	0.9	-1.9	-0.9	0.3	-0.3
C[C@H](O)[C@@H]1C(=O)N2CCc3c([nH]c4cccc(-c5ccccc5)c34)[C@@H]2C[C@@H]1N(C)C(=O)c1ccccc1	5.5	-2.1	-115.5	-159.8	-9.7	0.0	7.1	1.8	-2.2	-20.4
CCOC(=O)N1CCN(CC(=O)Nc2cc3c(cc2C(C)=O)OCO3)CC1	4.3	0.1	-2.8	-4.1	-1.7	8.5	1.7	-4.5	-1.0	0.0
COc1ccc(C2=NN(c3nc4ccccc4s3)C(=O)C2)cc1	6.6	-6.2	-20.7	-30.7	0.7	-5.7	5.9	-0.8	-2.5	-0.4
C[C@H](CO)N1C[C@H](C)[C@@H](CN(C)C(=O)Nc2ccc(C(F)(F)F)cc2)Oc2c(NS(=O)(=O)c3cn(C)cn3)cccc2C1=O	-1.2	5.1	-2.9	-0.4	-5.3	0.4	-12.4	-1.9	-0.5	-0.2
Nc1nc2ccc([N+](=O)[O-])c(N)c2s1	12.5	-9.1	2.9	4.7	-2.4	0.4	-3.7	0.6	0.2	-0.2
COc1ccc(N2CCN(C(=O)CSc3ncnc4c3cnn4-c3ccccc3C)CC2)cc1	7.3	2.2	2.4	2.1	-1.2	-1.8	-12.0	-6.6	-11.7	-0.1
COc1ccccc1N(CC(=O)NCc1ccccc1)S(=O)(=O)c1cccs1	5.9	1.7	1.7	0.5	5.7	-8.5	3.0	-6.3	4.2	0.4
CC(=O)Nc1nc(=S)ss1	2.8	1.3	-0.4	3.3	1.4	-0.6	4.9	-1.0	2.0	0.1
CCNC(=O)COC(=O)CCC(=O)c1cccs1	-1.3	1.0	0.3	-0.4	-4.8	2.6	-2.8	1.3	-11.5	-0.5
CCOc1ccc(-c2c(C(=O)N/N=C/c3ccsc3)nnn2-c2nonc2N)cc1	-4.8	-1.1	-2.0	-8.2	2.9	-11.2	10.0	-0.6	-4.7	-0.5

Single records (already shown). Order of screens: ASAP1 GAP inh | UHRF1 MBD2 ctr | PLCg1 inh | PLC-beta3 inh | Rev-erbA mod | HGIII-sPLA2 inh | ARFGAP1 inhibitor | DDE Tn7 FP inh | DDE Tn6 FP inh | KLK7 zymogen act
Listed for CC(C)C(=O)Nc1ccc(NC(=S)NC(=O)c2ccc([N+](=O)[O-])cc2)cc1 = 4.5 | 0.4 | 2.5 | 2.0 | 1.7 | 11.9 | 8.9 | 2.1 | 10.8 | -0.1
Listed for CCOC(=O)N1CCN(CC(=O)Nc2cc3c(cc2C(C)=O)OCO3)CC1 = 4.3 | 0.1 | -2.8 | -4.1 | -1.7 | 8.5 | 1.7 | -4.5 | -1.0 | 0.0

Next structures
SMILES	ASAP1 GAP inh	UHRF1 MBD2 ctr	PLCg1 inh	PLC-beta3 inh	Rev-erbA mod	HGIII-sPLA2 inh	ARFGAP1 inhibitor	DDE Tn7 FP inh	DDE Tn6 FP inh	KLK7 zymogen act
O=C1c2ccccc2C(O)(Cc2ccccc2)N1c1ccc2c(c1)OCO2 (centres undefined)	-18.6	-2.1	-14.8	-17.5	4.4	-3.3	3.1	7.2	-5.1	0.2
CCn1c(CCc2ccccc2)nc2ccccc21	-10.4	-0.6	1.1	-4.8	-1.5	-0.1	9.6	1.6	-0.4	-0.6
O=C(O)C1CCCN1C(=O)Nc1ccccc1 (centres undefined)	-8.4	-0.7	0.8	0.3	0.0	-0.3	3.3	-3.5	3.5	0.2
CCOC(=O)[C@H]1[C@H]2COc3ccc(C)cc3[C@@H]2N2C(=O)CN(Cc3ccccc3)C(=O)[C@@]12C	-6.4	-1.3	-0.6	3.3	3.3	-12.3	0.3	2.3	-5.7	0.3
CN1C(=O)/C(=C/c2ccccc2Cl)Sc2ccc(C(=O)NCc3cccnc3)cc21	2.9	1.4	-50.0	-84.1	-5.8	-15.0	5.2	-7.7	-6.8	-6.8
COC(=O)c1cccc(N2C(=O)C[C@](Sc3ccc(OC)cc3)(C(=O)N3CCOCC3)[C@H]2c2ccc(OC)cc2)c1	·	5.2	14.8*	5.5	5.8	-2.2	·	4.8	-2.2	0.9
CC1CCCC(C)N1C(=O)COC(=O)Cc1ccc(F)cc1 (centres undefined)	4.4	-0.8	0.4	-3.0	5.8	1.5	-5.4	7.8	1.3	0.2
CCOC(=O)c1[nH]c2ccccc2c1CCCN1C(=O)c2ccccc2C1=O	12.8	-1.2	1.3	-3.4	·	-13.3	3.7	6.7	-11.0	1.1
CC(C)CN(CC(C)C)c1nnc(NC(=O)Cn2c(=O)oc3ccccc32)s1	-3.7	2.2	5.5	4.7	-1.6	4.8	-5.4	-165.2	-7.5	0.2
CCNC(=O)C1(C)CCCN1C(=O)c1ccc(-c2ccccc2)cc1 (centres undefined)	-10.9	-0.6	-3.5	3.9	-1.6	0.3	-4.8	-5.8	-1.1	0.5
Cc1cccc(NS(=O)(=O)c2nnc(NC(=O)c3cccc(C)c3)s2)c1	-15.5	-1.3	-13.1	-16.4	-4.7	-31.9	-0.6	0.8	0.5	0.3
COc1ccccc1N(CC(=O)Nc1c(C)cccc1C)S(C)(=O)=O	7.6	1.1	-1.1	2.7	-3.0	3.2	3.0	-4.6	10.4	0.7
CCCCCC(=O)NC(Nc1ccc(S(N)(=O)=O)cc1)C(Cl)(Cl)Cl (centres undefined)	-10.0	-2.6	1.0	2.8	6.4	-6.6	-5.5	8.6	-2.4	-1.4

No enrichment for hits; 4.5% or so of the library scored in one or more.
